Source: PubChem
CXCR6 inh = CXCR6 receptor inhibitors, primary screen, cell-based, beta-arrestin, luminescence, CHO-K1 PathHunter, 1536-well | C-X-C chemokine receptor type 6 (Homo sapiens), O00574 | 360,000 tested, 0.36% active | inhibition, % at 20 µM; in the data active means inhibition above about 34%, passing the limit was not always enough;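 further: antagonist mode with CXCL16 agonist at 10 nM final; 0% = 10 nM CXCL16 with DMSO and 100% = unstimulated wells without agonist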
Target sequence (O00574 whole entry, looked up): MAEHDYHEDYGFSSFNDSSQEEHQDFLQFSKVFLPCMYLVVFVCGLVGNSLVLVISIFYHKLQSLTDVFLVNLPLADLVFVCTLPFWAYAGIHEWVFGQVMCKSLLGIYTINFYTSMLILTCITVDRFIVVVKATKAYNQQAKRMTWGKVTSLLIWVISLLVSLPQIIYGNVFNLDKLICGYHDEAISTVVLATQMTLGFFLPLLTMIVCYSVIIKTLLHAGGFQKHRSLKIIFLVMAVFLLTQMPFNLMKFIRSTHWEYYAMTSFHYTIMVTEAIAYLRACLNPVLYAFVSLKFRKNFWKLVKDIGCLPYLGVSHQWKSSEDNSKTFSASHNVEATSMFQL
EBI2 block = EBI2 receptor antagonists, beta-arrestin recruitment, primary screen, cell-based, luminescence, 7a,25-OHC stimulation, uHTS. G-protein coupled receptor 183 (Homo sapiens), P32249. 7a,25-OHC stimulated. inhibition, % at 5 µM. 360,000 tested, 0.81% active. AID 651636, 2012; in the data active means inhibition above about 38%;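 further: enzyme fragment complementation signal reports receptor beta-arrestin coupling in cells; 0% = agonist plus DMSO wells and 100% = wells without agonist; some results beyond the cut were filed as inactive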
Target sequence (P32249 whole entry, looked up, the tested form may be a part): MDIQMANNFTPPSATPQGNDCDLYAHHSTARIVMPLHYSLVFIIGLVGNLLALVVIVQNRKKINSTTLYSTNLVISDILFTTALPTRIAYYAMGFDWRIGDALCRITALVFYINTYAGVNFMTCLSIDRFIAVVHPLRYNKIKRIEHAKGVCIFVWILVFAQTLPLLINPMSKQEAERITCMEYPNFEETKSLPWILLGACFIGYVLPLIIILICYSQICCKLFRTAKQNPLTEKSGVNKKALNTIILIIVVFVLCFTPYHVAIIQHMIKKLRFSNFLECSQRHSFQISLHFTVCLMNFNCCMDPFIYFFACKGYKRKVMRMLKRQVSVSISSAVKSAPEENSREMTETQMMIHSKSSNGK
Numbers without * were called inactive. Some of the compounds tested (hit frequency here may not be typical).

compound	CXCR6 inh	EBI2 block
C=C1C(=O)[C@]23C[C@H]1CCC2[C@@]1(C)C(C[C@@H]3O)[C@](C)(C(=O)O)C[C@H](O)[C@@H]1O (stereo not given in full)	2	-2
COC1OC2COC(c3ccccc3)OC2C(NC(C)=O)C1OC(C)=O (stereo not given)	-4	10
Cc1ccc(Cl)cc1-c1cc(C(=O)NCc2ccco2)[nH]n1	-2	-12
Cc1ccc(N(CC(=O)N2CCCCCC2)S(C)(=O)=O)c(C)c1	-9	-1
O=C(C[C@H]1C(=O)N(CCc2ccccc2)C[C@@H]1Cc1ccccc1)Nc1ccc(Br)cc1	6	11
O=C(Nc1ccccc1)C1Cc2c(-c3ccccc3Oc3ccccc3)ccnc2O1 (stereo not given)	2	-2
CNc1ccc(-c2cc(OC)ccc2OC)cn1	-8	-1
O=C(NCc1ccc(F)cc1)c1cc(C2CCCCN2C(=O)c2ccc(Cl)cc2)on1 (stereo not given)	6	12
CC1(c2ccc(Cl)cc2Cl)NC(=O)N(CC(=O)NCCC2=CCCCC2)C1=O (stereo not given)	1	-13
OC(c1cccc(Cl)c1)c1nc(-c2ccc(Cl)cc2)cs1 (stereo not given)	-11	10
CCCCCCCCN1C(=O)[C@H](CC(=O)NCc2ccc(OC)c(OC)c2)C[C@@]2(C(=O)OCC)CCCC=C12	22	10
COc1ccccc1Cn1c(=S)[nH]c2cc(C(=O)N3CC(C)CC(C)C3)ccc2c1=O (stereo not given)	10	2
CC1CC(C)CN(C(C(=O)NC2CCCCC2)c2cc3ccccc3o2)C1 (stereo not given)	7	4
O=C(NCc1cccnc1)c1cc(C2CCCN(C(=O)CCCc3ccccc3)C2)on1 (stereo not given)	-6	-4
COc1ccccc1-c1csc(C(NC(C)=O)c2cccc(F)c2)n1 (stereo not given)	2	6
CCOc1ccc(NC(=S)N2CCC(C(=O)c3ccc(OC)cc3)CC2)cc1	-2	5
CCCCCc1c(-c2ccc(F)cc2)ncn1CCc1ccccc1OC	13	7
CCCc1ccc(C(O)c2ncc(-c3cccc(C)c3)[nH]2)cc1 (stereo not given)	-2	7
COc1ccc(-c2coc3c(C(=O)NCc4ccc(F)c(F)c4)cccc23)c(C)c1	2	11
Cc1ccc(C(=O)N(Cc2ccco2)c2c(N)n(Cc3ccccc3)c(=O)[nH]c2=O)cc1	4	2
CCC1NC(=O)c2cccnc2-n2c1nc1cc(F)ccc1c2=O (stereo not given)	-8	-1
COc1ccccc1N(CC(=O)NCCSCc1ccccc1)S(=O)(=O)c1ccccc1	4	25
CCN(CCn1cccn1)C(=O)c1ccc(OC2CCN(C(=O)CCOC)CC2)cc1	2	-1
CCC(=O)N1Cc2cc(C(=O)NCc3cccc(F)c3)nc(-c3cccc(C4=CCCC4)c3)c2[C@H]1CCO	6	17
CCCC[C@@H]1CC2=C(C(=O)OC(C)(C)O2)[C@@H](c2ccc(Cl)cc2)O1	-1	7
O=C1Nc2cc(C(=O)NCCCN3CCCC3)ccc2S/C1=C/c1cccc(Cl)c1	-3	-3
CC(=O)Nc1ccc(C(=O)N2CCCCC2c2cc(C(=O)Nc3ccccc3)no2)cc1 (stereo not given)	3	7
C[C@H]1CN([C@@H](C)CO)C(=O)CCCn2nncc2CO[C@@H]1CN(C)Cc1ccc2c(c1)OCO2	1	-4
C[C@H]1CN([C@@H](C)CO)S(=O)(=O)c2ccc(Br)cc2O[C@H]1CN(C)C(=O)C1CCC1	-3	4
C[C@@H]1CN([C@@H](C)CO)C(=O)CCCn2nncc2CO[C@@H]1CN(C)S(=O)(=O)c1ccc(Cl)cc1	2	13

(further entries)
compound	CXCR6 inh	EBI2 block
CCOc1ccc(NC(=O)CN(C)C2=NS(=O)(=O)c3ccccc32)cc1	6	-5
CC(C)n1c(=O)c2ccccc2n1CC(=O)N1CCOCC1	-3	2
O=C1NC[C@@H](CCCCN2C[C@H](Cc3ccc(O)cc3)N(CCc3ccc(O)cc3)C(=O)C2=O)N(CCc2ccccc2)C1=O	-1	-6
O=C1OC(Cc2ccccc2)(c2ccccc2)c2ccccc21 (stereo not given)	7	4
COc1ccc(S(=O)(=O)N2CCCCC2c2cc(C(=O)Nc3ccccc3)no2)cc1 (stereo not given)	-4	-12
CCC(=NNc1ccc([N+](=O)[O-])cc1[N+](=O)[O-])c1ccccc1	2	-10
CC(=O)Nc1cccc(-c2ccnc3c2CC(C)(C(=O)Nc2ccc4c(c2)OCO4)O3)c1 (stereo not given)	8	-5
Cc1cccc(NC(=O)Nc2nnc([C@H]3C[C@H](O)[C@@H](CO)O3)s2)c1	-3	1
CC(C1SC(=S)NC1=O)C1SC(=S)NC1=O (stereo not given)	2	5
CCN1CCN(CCNC(=O)c2ccc3c(c2)NC(=O)/C(=C\c2cccc(Cl)c2)S3)CC1	-9	-2
Cc1cc(Br)cn2c(Cc3ccccc3)c(-c3cccc(Cl)c3)nc12	6	9
COc1ccc(C2=Nc3ccccc3NC(=O)C2N(CCc2ccccc2)C(=O)c2cccs2)cc1 (stereo not given)	10	-3
C[C@@H]1CN([C@H](C)CO)C(=O)c2c(c3ccccc3n2C)-c2ccccc2CO[C@H]1CN(C)Cc1ccc2c(c1)OCCN2C	-12	-6
CSc1ccc(OC2(C)CCN(Cc3ccccc3)C2)cc1 (stereo not given)	1	10
CC(=O)N1C[C@@H](CO)[C@@H](N(C)C(=O)C2CCCCC2)C[C@H]1c1ccccc1	-6	-11
CCOC(=O)C1=CC[C@@H](c2ccccc2)N(S(=O)(=O)c2ccc(C)cc2)[C@H]1c1ccccc1C	5	10
Cc1cn([C@H]2C[C@H](O)[C@@H](CCC(=O)NCCc3cccs3)O2)c(=O)[nH]c1=O	0	-8
CC1(C(=O)NCc2cccnc2)CCN1C(=O)Cc1cccs1 (stereo not given)	0	-8
CC1C(=O)N(Cc2cn(Cc3ccco3)nn2)CCS(=O)(=O)N1Cc1ccc(-c2ccncc2)cc1 (stereo not given)	5	-5
C[C@@H]1CN([C@@H](C)CO)S(=O)(=O)c2ccc(Br)cc2O[C@@H]1CN(C)S(=O)(=O)c1cn(C)cn1	2	-8
O=S1(=O)CC(N2CCSCC2)CN1Cc1cn(Cc2cccc(Cl)c2)nn1 (stereo not given)	0	-11
CC(=O)Nc1ccc(-c2ccnc3c2CC(C)(C(=O)Nc2ccc(Cl)c(C(F)(F)F)c2)O3)cc1 (stereo not given)	-6	17
CC(=O)NCCNc1nc2cc(-c3ccc(C(=O)N4CCN(C)CC4)cc3)sc2c(=O)n1C	-1	-9
CC1Oc2ccc(C#N)cc2N(Cc2ccc(F)cc2)C1=O (stereo not given)	8	-2
CCCC(=O)N1CCC1(C)C(=O)NCc1ccc(SC)cc1 (stereo not given)	4	-2
CN(C)S(=O)(=O)c1ccc2c(c1)nc(CCC(=O)NCC(=O)Nc1ccc(F)c(F)c1F)n2C	-5	-12
COc1ccc(S(=O)(=O)NC(=O)C2(C)CCN2C(=O)CC2CC2)cc1 (stereo not given)	0	-5
CC1(C(=O)NS(=O)(=O)c2ccc(Cl)cc2)CCN1C(=O)Cc1ccsc1 (stereo not given)	0	-1
CC(=O)NCCNc1nc2cc(-c3cscc3C)sc2c(=O)n1C	6	0
COc1ccc(CN2CCC(C)(Oc3ccc(C(C)=O)cc3)C2)c2ccccc12 (stereo not given)	-3	8

Part of the list above, with values under each structure.
Results follow in this order: CXCR6 inh, EBI2 block
> O=C1OC(Cc2ccccc2)(c2ccccc2)c2ccccc21 (stereo not given)
    7, 4
> COc1ccc(S(=O)(=O)N2CCCCC2c2cc(C(=O)Nc3ccccc3)no2)cc1 (stereo not given)
    -4, -12
> CCC(=NNc1ccc([N+](=O)[O-])cc1[N+](=O)[O-])c1ccccc1
    2, -10
> CC(=O)Nc1cccc(-c2ccnc3c2CC(C)(C(=O)Nc2ccc4c(c2)OCO4)O3)c1 (stereo not given)
    8, -5
> Cc1cccc(NC(=O)Nc2nnc([C@H]3C[C@H](O)[C@@H](CO)O3)s2)c1
    -3, 1
> CC(C1SC(=S)NC1=O)C1SC(=S)NC1=O (stereo not given)
    2, 5

The list goes on:
compound	CXCR6 inh	EBI2 block
COc1ccc(Cc2c(-c3cccc(Br)c3)nc3ccc(Cl)cn23)c(C)c1	4	-8
COCCCN1C(=O)C(CC(=O)NC2CCCCC2)CC(C(=O)N2CCCCCC2)=C1C (stereo not given)	1	1
NC(c1ccccc1)c1csc(NC(=O)Nc2ccc(OC(F)(F)F)cc2)n1 (stereo not given)	-8	-2
COc1ccc(CN2C(=O)C(CC(=O)NCCN3CCOCC3)CC(C(=O)N3CCCCCC3)=C2C)cc1 (stereo not given)	2	-2
O=C(Nc1cccc2c1CCCC2)c1cc(C2CCCCN2C(=O)c2cccs2)on1 (stereo not given)	7	5
CC(C=CC(O)=C1C(=O)CNC1=O)=C[C@@H](C)C1OC2(C)OC(C(=O)C3O[C@@]32C)C1C (stereo not given in full)	-10	-8
O=C(CNC(=O)c1ccccc1)OC(C(=O)O)c1ccc(F)cc1 (stereo not given)	-1	3
Cc1ccccc1C#CC1=CC(=O)CC(C)(C)C1	-9	-7
CC(=O)CCC(=O)CNC(=O)CC[C@H]1O[C@@H](n2ccc(=O)[nH]c2=O)[C@H](O)[C@@H]1O	-5	3
OC[C@@H]1CN(Cc2cccs2)C[C@H](n2cnc3c(NCc4ccc(F)cc4)ncnc32)O1	4	-2
O=C1NC[C@@H](CCCCN2C[C@H](Cc3ccccc3)N(CCc3ccc(O)cc3)C(=O)C2=O)N(CC2CCCCC2)C1=O	1	-3
CC(C)Nc1nc(NCCN2CCCC2)c2sc(-c3ccccc3)cc2n1	2	4
c1ccc(COc2cccc(-c3cc4nc(NCCN5CCOCC5)ccn4n3)c2)cc1	-2	21
C=C1C(=O)[C@]23C[C@H]1CC[C@H]2[C@]1(C)[C@@H](OC(C)=O)CC[C@@](C)(C(=O)OC)[C@H]1C[C@@H]3OC(C)=O	27	39
COc1ccc(-c2ccc3[nH]c4c(c3c2)CCN2C[C@H]3[C@H](C)ON(C)[C@H]3C[C@@H]42)cc1	9	-1
CN(CC(=O)Nc1ccc(Cl)c(C(F)(F)F)c1)C(=O)COc1cccc2cccnc12	6	12
CCC/C=C/c1ccc(CN2C(C(C)C)C(=O)N(Cc3cn(CCOCOC)nn3)CCS2(=O)=O)cc1 (stereo not given)	-10	1
O=C(Nc1ccc(OCc2ccccc2)cc1)Nc1nnc([C@H]2C[C@H](O)[C@@H](CO)O2)s1	1	-12
Cc1ccc(S(=O)(=O)N2C[C@H]3C(=O)C[C@@H](c4ccccc4)N(S(=O)(=O)c4ccc(Br)cc4)[C@H]3C[C@H]2c2ccccc2)cc1	1	-4
CCOC(=O)C1(C)CCCN(C(=O)c2c(F)ccc(C)c2F)C1 (stereo not given)	-1	-1
CCCCN1C(=O)C(CC(=O)NCCc2ccccn2)CC(C(=O)N(CC)CC)=C1C (stereo not given)	-2	-2
CC(C)NC(=O)CN1CCN(C(c2ccnc3ccccc23)c2nnnn2-c2ccc3c(c2)OCCO3)CC1 (stereo not given)	-6	1
COc1cc(-c2cc3nc(NC4CCCCC4)ccn3n2)cc(OC)c1OC	-2	34
CCOC(=O)N1CCN(C(c2cc3ccccc3o2)c2nnnn2C(C)(C)C)CC1 (stereo not given)	-1	-9
O=C(NC1CCCCC1)C1c2ccccc2OCC(=O)N1C1CC1 (stereo not given)	-2	-3
O=C(c1cc(COc2c(F)cccc2F)on1)N1CC[C@@H]2CCCC[C@H]2C1	2	3
O=C(c1cccs1)N1C[C@H](n2cc(C3CC3)nn2)[C@@H](O)C[C@@H]1c1ccc(Cl)cc1	6	2
CC1=NN(c2ccccc2)C(=O)C1C(=S)SC1CC(=O)NC1=O (stereo not given)	10	8
C[C@@H]1CN([C@H](C)CO)C(=O)CCCn2cc(nn2)CO[C@H]1CN(C)C(=O)Nc1ccccc1	0	-10
CN(N=Cc1ccccc1)C(=S)Nc1ccccc1	-2	-14

Following part:
compound	CXCR6 inh	EBI2 block
C[C@@H]1CCCCO[C@@H](CN(C)C(=O)Nc2ccc3c(c2)OCO3)[C@@H](C)CN([C@H](C)CO)C(=O)c2cc(N(C)C)ccc2O1	1	-11
O=C(NCc1cccc(C(F)(F)F)c1)c1ccc2sc([C@@H]3O[C@H](CO)[C@H](O)[C@H](O)[C@H]3O)nc2c1	25	7
COc1ccc(-c2cc(NC(C)=O)c3ncc(-c4cc(OC)c(OC)c(OC)c4)n3c2)cn1	14	11
CCOC(=O)C1=CCN(S(=O)(=O)c2ccccc2Br)C1c1cccc(Cl)c1 (stereo not given)	5	28
CC1(C)CC(=Cc2cc(O)ccc2[N+](=O)[O-])C(=O)c2ccccc21	8	6
CSCc1ccc(C(=O)OCC(=O)NC2CCCC2)o1	4	-11
CCCCCC(=O)N1C[C@H](n2cc(-c3ccc(F)cc3)nn2)[C@@H](O)C[C@@H]1c1ccc(Cl)cc1	-5	22
COc1ccc([C@H]2C[C@H](O)[C@@H](n3cc(COC(=O)c4ccccc4)nn3)CN2Cc2cccs2)cc1	20	-5
CC(C)C[C@H]1CNC(=S)N1C[C@H]1CCCN1C[C@H](Cc1ccc(O)cc1)N1C[C@H](Cc2ccccc2)N(CC2CCCCC2)C1=S	13	22
CNc1ccc2ncc(-c3ccc(OC)c(OC)c3)n2n1	-4	-3
